# ERp5 block: ERp5 (human) disulfide isomerase inhibition | Q15084 | ERp5 insulin aggregation, absorbance 650 nm, 90 min | inhibition, % at 9.99 µM | hit rate 0.05% among 350,000 | AID 651711;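 active means mean replicate inhibition above about 25%, with every replicate also reaching it, limit read from the data, passing the limit was not always enough; inconclusive means only one of those two criteria met; inactive means neither criterion met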
# RAD52 anneal inh: RAD52 (human) annealing inhibition; recombinant RAD52 DNA annealing, FRET fluorescence; inhibition, % at 18.7 µM; hit rate 0.46% among 360,000; AID 651710;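 active means every replicate showing at least 50% inhibition; inconclusive means mean inhibition at least 50% but not in every replicate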
# Target sequence (P43351 whole entry, looked up): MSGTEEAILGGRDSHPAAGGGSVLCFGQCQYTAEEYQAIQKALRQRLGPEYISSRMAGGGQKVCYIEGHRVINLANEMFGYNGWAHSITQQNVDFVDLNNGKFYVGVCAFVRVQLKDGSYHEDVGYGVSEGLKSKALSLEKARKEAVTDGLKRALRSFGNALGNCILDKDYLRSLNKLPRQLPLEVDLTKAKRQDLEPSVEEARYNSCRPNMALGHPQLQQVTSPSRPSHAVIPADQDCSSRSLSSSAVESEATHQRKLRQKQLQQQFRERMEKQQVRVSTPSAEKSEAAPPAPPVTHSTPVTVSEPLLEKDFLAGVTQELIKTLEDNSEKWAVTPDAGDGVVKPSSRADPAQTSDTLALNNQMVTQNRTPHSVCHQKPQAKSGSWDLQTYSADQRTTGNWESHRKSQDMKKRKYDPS
# RAD54 inh: blocks human RAD54 Holliday junction branch migration. FAM/BHQ fluorescence. hit rate 0.14% among 360,000. inhibition, % at 10.4 µM. AID 602329. Q92698;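 active means mean normalized replicate activity at least 40 and at least half of replicates scoring 40 or more; inconclusive means only one of the two criteria met; inactive means mean below 40 and under half of replicates reaching 40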;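 further: 0% = median of neutral control wells and 100% = median of positive control wells; inhibitors cause a drop in the FAM fluorescence signal; in these data hits start at about 50%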
# esBAF inh: inhibitors of esBAF chromatin remodeling in mouse ES cells; Bmi1-luciferase knock-in reporter, 24 h; 100% = twice the neutral-well signal; reporter increase, % at 12.5 µM; hit rate 2% among 350,000; in the data active means activation above about 40%; inconclusive means no clear call, values can overlap the other calls;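 further: 0% = median of the plate's neutral control wells and 100% = double that signal; a rise in the Bmi1 reporter signal indicates esBAF inhibition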
# ARNT-TACC3 inh: disruptors of human ARNT/TACC3 interaction; Q9Y6A5; AlphaScreen His-ARNT PAS-B/GST-TACC3 binding, luminescence; TACC3 fragment carries E629A point mutation; inhibition, % at 9.99 µM; hit rate 0.66% among 390,000;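 active means mean inhibition of replicates at least 50% and at least half of replicates each reaching 50%; inconclusive means half or more replicates reach 50% but mean below 50%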;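 further: 0% = complete ARNT plus TACC3 wells and 100% = ARNT alone without TACC3; many hits fall short of the cut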
# CASP6 VEID inh: inhibitors of human caspase-6; P55212; hit rate 0.53% among 350,000; inhibition, % at 12.5 µM; purified caspase-6, Z-VEID-R110 cleavage fluorescence;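 active means mean inhibition across replicates at least about 35%, with every replicate also reaching that limit, limit read from the data; inconclusive means only one of the two criteria met; inactive means neither criterion met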;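 further: 0% = median of neutral control wells and 100% = no fluorescence left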
# PglD inh: blocks C. jejuni PglD acetyltransferase activity | hit rate 0.098% among 360,000 | inhibition, % at 12.5 µM | AID 602405 | purified PglD enzyme, DTNB colorimetric CoA detection; in the data active means inhibition above about 16%, passing the limit was not always enough; inconclusive means no clear call, values can overlap the other calls; further: strong numbers were not always called active
# E-sel inducer: E-selectin induction on HUVECs | P16581 | HUVEC E-selectin immunofluorescence imaging; normalized: neutral wells 0, TNF-alpha wells 100 | activation, % at 7.58 µM | hit rate 0.37% among 260,000 | AID 686992;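 active means mean E-selectin-positive cell signal at least 10% of the positive control, reached in at least 60% of replicates, without over 20% cell loss; inconclusive means no rule given, readout overlaps actives, possibly toxicity-flagged; inactive means the rest, including those meeting only one limit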;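 further: in these data hits start at about 27%; measured in HUVEC primary endothelial cells; signal is the percent of cells scored E-selectin positive by PE staining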
# Target sequence (P16581 whole entry, looked up): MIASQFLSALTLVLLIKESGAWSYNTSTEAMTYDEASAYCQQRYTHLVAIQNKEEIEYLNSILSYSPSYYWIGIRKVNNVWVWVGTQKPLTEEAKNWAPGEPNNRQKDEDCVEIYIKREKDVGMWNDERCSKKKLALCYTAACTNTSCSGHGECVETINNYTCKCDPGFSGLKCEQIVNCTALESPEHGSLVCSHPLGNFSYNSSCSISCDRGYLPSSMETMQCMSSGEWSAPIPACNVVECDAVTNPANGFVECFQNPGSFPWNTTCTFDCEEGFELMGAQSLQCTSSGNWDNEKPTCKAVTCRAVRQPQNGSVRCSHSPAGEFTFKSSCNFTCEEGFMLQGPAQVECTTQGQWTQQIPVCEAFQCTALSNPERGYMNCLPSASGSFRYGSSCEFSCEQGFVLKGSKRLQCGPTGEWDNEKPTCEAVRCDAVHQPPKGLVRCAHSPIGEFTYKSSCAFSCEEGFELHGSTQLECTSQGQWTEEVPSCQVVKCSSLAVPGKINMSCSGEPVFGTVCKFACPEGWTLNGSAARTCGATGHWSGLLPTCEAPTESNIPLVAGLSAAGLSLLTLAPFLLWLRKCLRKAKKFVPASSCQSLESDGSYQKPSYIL
#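 Assay system: HUVEC primary endothelial cells. Input: 3,000 HUVEC seeded per well. Doses: one compound dose added by pin transfer. Read-out basis: % PE-positive cells. Benchmarks: TNF-alpha high, DMSO low. Detection: immunofluorescence imaging. Buffer or medium: EGM-2, gelatin.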
# * = called active by the depositor; ? = inconclusive; / = no result given.
cpd	mol	ERp5 block	RAD52 anneal inh	RAD54 inh	esBAF inh
1	C[C@H]1CN([C@@H](C)CO)C(=O)c2cc(C#CCN(C)C)cnc2O[C@@H]1CN(C)S(=O)(=O)c1ccccc1	0.9	0.0	-8.5	-3.5
2	COc1ccccc1NC(=O)Cc1noc(CSc2nnc(N)s2)n1	/	/	12.6	-2.5
3	Cc1cc(/C=N/NC(=O)c2ccncc2)c(C)n1-c1ccccc1	1.4	-27.3	/	/
4	COc1cccc(-c2ccc3c(c2)O[C@H](CN(C)C(=O)C2CC2)[C@@H](C)CN([C@@H](C)CO)S3(=O)=O)c1	7.7	-1.3	-1.6	/
5	C[C@@H]1CN([C@@H](C)CO)S(=O)(=O)c2ccc(C#Cc3ccc(F)cc3)cc2O[C@@H]1CN(C)S(=O)(=O)c1ccc(F)cc1	-2.2	15.4	-2.4	-7.8
6	COc1ccc(CCNC(=O)C2CCN(C(=O)c3ccc(OC)c(OC)c3)CC2)cc1	1.3	-3.4	12.8	-7.8
7	O=C(NCc1ccccc1)c1cc2ccccc2o1	/	/	-2.8	22.3
8	OCC#CCSc1nnc(-c2ccc(Br)cc2)o1	/	/	1.1	11.2
9	C[C@@H]1CN([C@H](C)CO)C(=O)Cc2cc(NS(=O)(=O)c3cccs3)ccc2O[C@H]1CN(C)C(=O)Nc1ccc(C(F)(F)F)cc1	/	-1.6	3.3	2.5
10	Cc1nnc(Sc2c(N)n(C)c(=O)[nH]c2=O)s1	-0.7	-8.8	-4.8	-0.9

cpd	ARNT-TACC3 inh	CASP6 VEID inh	PglD inh	E-sel inducer
1	0.5	-0.2	0.6	-0.3
2	-2.2	/	3.6	/
3	28.4	-1.5	/	/
4	1.0	-1.5	-1.7	0.1
5	4.5	4.7	-2.7	0.0
6	25.8	2.7	11.1	-1.5
7	-8.2	/	1.4	/
8	1.7	/	7.4	/
9	-32.6	1.5	0.2	/
10	-17.8	-1.8	-0.3	/

# Next section.
cpd	mol	ERp5 block	RAD52 anneal inh	RAD54 inh	esBAF inh
11	CCOC(=O)C1CN(C(=O)OCC)CC1=NNC(N)=O (stereo not given)	1.3	-11.5	-10.1	-1.6
12	CC1CCN(C(=O)CSc2nc(C3CC3)nc3ccccc23)CC1	-4.5	-5.4	/	-0.5
13	CN1CCCC1CCOC(C)(c1ccccc1)c1ccc(Cl)cc1 (stereo not given)	-3.7	19.2	13.7	0.2
14	CCNC(=O)[C@@H]1[C@@H](CO)[C@@H]2Cn3c(ccc(-c4ccncc4)c3=O)[C@@H]2N1Cc1ccc2c(c1)OCO2	5.6	-6.2	-7.6	-4.0
15	CC(C)(C)Nc1nc(Cl)nc(NC2CCCCC2)n1	1.8	-8.2	-14.9	28.6
16	COc1cc(/C=C/C(=O)NCc2nc3ccccc3[nH]2)cc(OC)c1OC	5.2	-6.5	3.3	1.5
17	CCOC(=O)C1CCCN(C(=O)c2sc3nc(C)nc(N(CC)CC)c3c2C)C1 (stereo not given)	/	/	1.7	0.4
18	CNc1cncc(-c2cc(OC)c(OC)c(OC)c2)n1	12.6	-15.0	-2.4	-4.4
19	CC(CN1C(C)CCCC1C)OC(=O)c1cccc(Br)c1 (stereo not given)	-3.9	-1.1	-13.6	5.5
20	O=C(Cn1nc(-c2ccccc2)c2ccccc2c1=O)NN1CCOCC1	-0.7	-7.8	1.0	3.0

cpd	ARNT-TACC3 inh	CASP6 VEID inh	PglD inh	E-sel inducer
11	/	-1.3	6.6	-0.2
12	-0.9	3.6	/	/
13	-0.2	7.2	-5.7	0.5
14	1.3	3.4	-0.2	0.0
15	-3.2	-2.3	-1.6	/
16	-0.4	-1.0	-2.3	2.1
17	-1.1	/	-1.6	/
18	/	-3.0	1.5	0.0
19	-10.2	-2.3	-1.2	/
20	-6.4	0.2	-4.8	/

# Following part:
cpd	mol	ERp5 block	RAD52 anneal inh	RAD54 inh	esBAF inh
21	COc1cc(CCN=Cc2cccc(OC)c2O)c([N+](=O)[O-])cc1OC	2.4	-5.6	/	/
22	CN(c1ccccc1)S(=O)(=O)c1cc(C(=O)NCCCn2ccnc2)ccc1Cl	-0.2	-9.7	8.7	4.8
23	Cc1ccc(CNC(=O)CCNC(=O)Cn2ccc3ccccc3c2=O)o1	/	/	-1.6	-1.2
24	O=S(=O)(c1ccc(NC(=S)N2CCCCC2CO)cc1)N1CCOCC1 (stereo not given)	-3.5	-11.2	6.2	3.8
25	CC(=O)Nc1cccc(NS(=O)(=O)c2cc3c4c(c2)CCN4C(=O)CC3)c1	-3.7	0.9	8.6	/
26	COc1ccc2cnnc(SCC(=O)Nc3ccc(C(C)=O)cc3)c2c1OC	0.5	-9.3	-2.8	/
27	CN(C)CCCNC(=O)C[C@@H]1CC[C@H](NS(=O)(=O)c2ccc(F)cc2)[C@H](CO)O1	-3.9	-1.1	-1.8	1.2
28	COc1ccc(S(=O)(=O)Nc2ccc3c(c2)CC(=O)N([C@H](C)CO)C[C@H](C)[C@H](CN(C)CC2CC2)O3)cc1	-1.4	15.5	0.2	3.3
29	COC(=O)[C@]12CCCCC=C1N(CCc1ccc(OC)c(OC)c1)C(=O)[C@H](CC(=O)NCc1cccs1)C2	2.2	2.7	/	/
30	Nc1nnc(CSCc2cccc(Br)c2)s1	2.4	-18.0	-9.5	-2.6

cpd	ARNT-TACC3 inh	CASP6 VEID inh	PglD inh	E-sel inducer
21	/	-3.2	/	0.0
22	6.8	-32.3	2.3	/
23	-6.7	/	4.4	/
24	/	-0.6	-1.3	0.0
25	7.5	3.5	-1.9	0.0
26	-13.8	-0.4	-13.4	/
27	-7.8	2.4	-1.5	0.8
28	-8.4	1.8	-3.2	-0.1
29	/	0.0	/	0.0
30	-8.3	-3.5	0.0	-0.3

# Further records
cpd	mol	ERp5 block	RAD52 anneal inh	RAD54 inh	esBAF inh
31	COc1ccc(CN2CC3(CN(C(=O)c4ccccc4)C3)c3c([nH]c4cc(OC)ccc34)[C@H]2CO)cc1	1.5	0.5	/	/
32	COC(=O)c1cc(OC)c(OC)cc1NC(=O)C(C)Sc1ccc(C)cc1 (stereo not given)	4.0	-20.3	-7.4	-8.3
33	O=C(NNC(=S)NC(=O)C12CC3CC(CC(C3)C1)C2)c1ccncc1	-0.8	-14.8	/	/
34	CCCCN(CCCC)CCCNC(=O)CN1C(=O)COc2ccc(S(=O)(=O)N3CCC(C)CC3)cc21	0.4	-11.6	-1.6	-6.7
35	CO[C@H]1CN(C)C(=O)c2cc(NC(=O)C3CCC3)ccc2OC[C@H](C)N(C(=O)CN(C)C)C[C@H]1C	0.3	5.3	-1.7	-0.5
36	CCCc1cc(=O)oc2cc(OCC(=O)N3C[C@H]4C[C@@H](C3)c3cccc(=O)n3C4)c(Cl)cc12	-3.9	1.0	-6.0	-9.8
37	O=C(C1CCCC1)N1CCN(S(=O)(=O)c2ccc(F)cc2)CC1	-1.8	-1.2	/	/
38	CCCCn1c(N)c(N(CC)C(=O)c2ccc(C)cc2)c(=O)[nH]c1=O	-1.4	-17.9	6.7	-2.0
39	COc1ccc(C(=O)Nc2ccc(Cl)cc2F)cc1S(=O)(=O)N1CCCC1	3.3	-10.5	-2.2	6.9
40	O=C(CSCc1ccccn1)Nc1ccccc1	/	/	9.2	24.8

cpd	ARNT-TACC3 inh	CASP6 VEID inh	PglD inh	E-sel inducer
31	/	-1.8	/	-0.7
32	-1.0	-1.2	2.0	/
33	21.9	4.5	/	/
34	3.4	-14.4	-3.1	-0.1
35	-0.8	-2.5	1.0	0.0
36	-1.3	1.2	0.8	/
37	/	4.6	/	0.0
38	2.2	3.2	-3.4	/
39	4.9	3.1	-0.7	1.3
40	2.0	/	5.5	/

# A second format for two compounds above:
nr	Molecule	ERp5 block	RAD52 anneal inh	RAD54 inh	esBAF inh	ARNT-TACC3 inh	CASP6 VEID inh	PglD inh	E-sel inducer
33	O=C(NNC(=S)NC(=O)C12CC3CC(CC(C3)C1)C2)c1ccncc1	-0.8	-14.8	/	/	21.9	4.5	/	/
34	CCCCN(CCCC)CCCNC(=O)CN1C(=O)COc2ccc(S(=O)(=O)N3CCC(C)CC3)cc21	0.4	-11.6	-1.6	-6.7	3.4	-14.4	-3.1	-0.1

# (listing goes on)
cpd	mol	ERp5 block	RAD52 anneal inh	RAD54 inh	esBAF inh
41	O=C1NC(=Nc2cccnc2)S/C1=C/c1ccc(F)cc1	1.6	-37.6	-6.0	/
42	CCc1ccc(NC(=O)CCCOc2cc(=O)n(C)c3ccccc23)cc1	-1.1	-10.2	-2.6	3.7
43	S=C(NCCCN1CCOCC1)Nc1cccc(Cl)c1	?	-5.6	-1.7	/
44	O=C(Nc1ccc2ccccc2c1)c1cccnc1	/	/	-7.7	33.6
45	CC(C)CN(C(=O)CN1C(=O)C2CCCCC2C1=O)c1c(N)n(Cc2ccccc2)c(=O)[nH]c1=O (stereo not given)	1.1	-20.9	-25.6	4.4
46	Cc1nc(C)c(C(=O)OCC(=O)N(C)c2ccccc2)s1	7.4	-16.5	-6.4	-1.6
47	COc1ccc(-c2cc(C(=O)NCC3CCCO3)on2)cc1OC (stereo not given)	-0.5	1.3	-5.8	4.2
48	CN1C(=O)c2cc(NC(=O)c3cnccn3)ccc2OC[C@@H]2O[C@@H](CC(=O)NCC3CC3)CC[C@H]21	-1.0	0.6	/	/
49	COc1ccc(N=Cc2nc(-c3ccccc3)oc2OC(=O)c2ccccc2)cc1	-0.5	-3.8	5.4	/
50	O=C(Nc1ccc(C(F)(F)F)cc1)N[C@H]1CC[C@@H](CCNC(=O)c2ccccc2F)O[C@H]1CO	-2.2	-5.6	-1.2	6.4

cpd	ARNT-TACC3 inh	CASP6 VEID inh	PglD inh	E-sel inducer
41	/	-3.8	8.0	/
42	/	-0.1	-0.5	3.1
43	-1.8	-5.6	2.5	0.0
44	3.9	/	1.9	/
45	5.8	0.1	-2.4	-0.1
46	0.5	0.9	0.4	3.4
47	-0.6	8.2	-1.2	-0.2
48	/	1.1	/	-0.2
49	17.0	-2.0	-1.3	/
50	10.4	2.1	0.7	-0.2

# Carrying on:
cpd	mol	ERp5 block	RAD52 anneal inh	RAD54 inh	esBAF inh
51	Cc1[nH]n(-c2cccc3ccccc23)c(=O)c1/C=N/c1sc2c(c1C#N)CCC2	/	/	-6.1	-2.7
52	O=C(NC1CCCC1)[C@H]1[C@H](CO)[C@H]2Cn3c(ccc(C4=CCCC4)c3=O)[C@@H]1N2CC1CC1	-5.4	-18.2	-7.3	-3.2
53	O=S1(=O)c2ccc(Br)cc2N2CCC[C@@H]2CN1Cc1ccccc1	0.4	-17.9	1.6	-4.0
54	CC(C#Cc1ccc2c(c1)COc1c3ccccc3nn1-2)OC(C)(C)C (stereo not given)	-2.5	-0.9	3.0	103.6*
55	O=C(NCC(=O)N(Cc1ccccc1)C(C(=O)NCC1CCCO1)c1ccccc1)c1cccs1 (stereo not given)	/	/	-1.7	-2.8
56	C[C@@H]1CCCCO[C@H](CN(C)C(=O)c2ccccc2)[C@H](C)CN([C@H](C)CO)C(=O)c2cc(NS(=O)(=O)c3cn(C)cn3)ccc2O1	-2.2	-0.2	3.3	-2.2
57	COC(=O)Cc1[nH]n(-c2ccccc2)c(=O)c1C=Nc1ccc(C)cc1	-3.3	-10.3	-0.4	/

cpd	ARNT-TACC3 inh	CASP6 VEID inh	PglD inh	E-sel inducer
51	0.1	/	-5.8	/
52	3.8	9.6	0.7	0.3
53	-0.3	/	3.7	4.4
54	-4.6	1.7	3.1	-0.5
55	-16.7	/	-3.2	/
56	-1.9	0.0	7.6	-0.1
57	-0.4	-0.7	5.7	/

# Source: PubChem
